# SR-BI DiI-HDL act = activators of SR-BI mediated DiI-HDL uptake, primary screen, ldlA[mSR-BI] CHO cells, DiI fluorescence; 3 h; 100 = double the neutral-control signal; 0.096% of 320,000 active; AID 504775, 2011; activation, % at 12.5 µM;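 active = mean replicate activation of at least 60% and every replicate at or above 60%; inconclusive = mean or all-replicate condition met, but not both; inactive = mean below 60% and not all replicates reaching 60%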;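 note: 0% = median plate neutral-control signal and 100% = twice that signal; values of inactives mirror those of a sister screen read the other way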
#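 system = CHO ldlA[mSR-BI] cells, LDL receptor-null, SR-BI overexpressing | medium = Ham's F12 with 0.5% BSA, HEPES 25 mM, pH 7.4 | probe or stimulus = DiI-HDL 10 µg/mL | compound dosing = single-point compound dose | incubation = compound exposure 3 h, 37 °C | technique = DiI fluorescence, bottom read | read-out = cell-associated DiI fluorescence as measure of HDL uptake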
# NSD2 HMT inh = NSD2 histone methyltransferase inhibitors, primary screen, biochemical, AlphaScreen, single concentration, set 2; AID 743445, 2014; Histone-lysine N-methyltransferase NSD2 (Homo sapiens), O96028; inhibition, % at 12.5 µM; NSD2 peptide methylation, 120 min; 0.54% of 310,000 active; in the data active = inhibition above about 50%
# SR-BI HDL uptake = inhibitors of SR-BI mediated HDL lipid uptake, primary screen, ldlA[mSR-BI] cells, fluorescence, single point | Scavenger receptor class B member 1 (Mus musculus), Q61009 | ldlA[mSR-BI] CHO cells, DiI-HDL uptake fluorescence, 3 h | inhibition, % at 12.5 µM | 0.96% of 320,000 active | AID 488896, 2010;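 active = mean replicate inhibition of at least 70% and a set share of replicates each scoring 70 or more; inconclusive = meets just one of the two criteria; inactive = fails both criteria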;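 note: 0% = median of neutral control wells and 100% = median of positive control wells; values of inactives mirror those of a sister screen read the other way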
# Target sequence (Q61009 whole entry, looked up): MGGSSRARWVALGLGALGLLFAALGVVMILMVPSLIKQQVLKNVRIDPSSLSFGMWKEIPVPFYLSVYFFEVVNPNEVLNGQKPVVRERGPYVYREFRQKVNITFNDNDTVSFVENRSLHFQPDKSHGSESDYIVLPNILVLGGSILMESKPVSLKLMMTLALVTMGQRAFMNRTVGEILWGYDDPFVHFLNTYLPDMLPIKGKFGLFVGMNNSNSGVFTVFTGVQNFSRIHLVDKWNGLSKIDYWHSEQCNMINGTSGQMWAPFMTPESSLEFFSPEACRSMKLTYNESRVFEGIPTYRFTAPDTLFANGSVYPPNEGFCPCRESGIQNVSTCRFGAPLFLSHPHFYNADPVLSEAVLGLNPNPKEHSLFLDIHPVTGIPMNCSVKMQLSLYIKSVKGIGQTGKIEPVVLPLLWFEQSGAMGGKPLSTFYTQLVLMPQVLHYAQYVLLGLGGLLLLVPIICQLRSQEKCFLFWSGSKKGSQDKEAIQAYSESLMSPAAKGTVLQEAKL
# Rtt109 HAT inh = inhibitors of C. albicans Rtt109/Vps75 HAT, primary screen, biochemical, ThioGlo CoA-SH fluorescence, plate reader | Histone acetyltransferase RTT109 (Candida albicans (strain SC5314 / ATCC MYA-2876)), … | purified Rtt109/Vps75, 4 h | inhibition, % at 34.9 µM | 0.16% of 330,000 active | AID 540336, 2011;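 active = inhibition of at least 50% in every replicate; inconclusive = best replicate reaches 50% inhibition but some replicates fall short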
# CAL PDZ FP-1 = untagged CAL PDZ binding inhibitors, primary screen, biochemical, fluorescence polarization, HTS; purified CAL PDZ, TMR-peptide fluorescence polarization, 1 h; inhibition, % at 24.9 µM; 0.92% of 300,000 active; AID 602252, 2012; Golgi-associated PDZ and coiled-coil motif-containing protein (Homo sapiens), Q9HD26;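 active = mean inhibition of at least 30% with at least half of replicates also reaching 30%; inconclusive = no clear call, values can overlap the other calls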;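 note: 0% = DMSO neutral control and 100% = excess unlabeled competitor peptide PRC23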
# PvdQ inh = P. aeruginosa PvdQ acylase inhibitors, primary screen, biochemical, fluorescence, plate reader and imaging, single point; PvdQ acylase [Pseudomonas aeruginosa LESB58]; purified PvdQ acylase; inhibition, % at 10 µM; 0.063% of 340,000 active; AID 488965, 2010; in the data active = inhibition above about 30%, passing the limit was not always enough; inconclusive = no clear call, values can overlap the other calls;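 note: 0% = vehicle neutral wells and 100% = reference inhibitor wells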
# PfHsp90 set2 = growth inhibition of PfHsp90-expressing yeast, primary screen, antimalarial PfHsp90 inhibitor project, S. cerevisiae, BacTiter-Glo luminescence, single point, set 2; BacTiter-Glo ATP, 48 h; yeast lacking PDR1 and PDR3 efflux regulators; inhibition, % at 9.4 µM; 0.32% of 310,000 active;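 active = every replicate shows inhibition above about 80%, whatever the replicate mean, limit read from the data; inconclusive = mean inhibition reaches the set limit but some replicate falls short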;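 note: 0% = DMSO neutral controls and 100% = 20 µM radicicol positive controls; yeast relying on Plasmodium falciparum Hsp90 in place of its own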
# CAL PDZ FP-2 = CAL PDZ peptide-binding inhibitors, primary screen, biochemical, fluorescence polarization, Cer-tagged CAL PDZ, HTS | Golgi-associated PDZ and coiled-coil motif-containing protein (Homo sapiens), Q9HD26 | purified CAL PDZ, TMR-peptide fluorescence polarization, 1 h | inhibition, % at 20 µM | 0.02% of 330,000 active | AID 504414, 2011;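 active = highest replicate inhibition of at least 40%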;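 note: plate controls were DMSO neutral control wells for no effect and unlabeled competitor peptide control wells for full effect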
#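 System: purified tagged CAL PDZ domain construct (CerCALP). Schedule: 1 h incubation at room temperature before polarization reading. Medium: 25 mM sodium phosphate pH 7.4, 150 mM NaCl, TCEP, IgG, Thesit. Read-out: percent inhibition from loss of millipolarization. Measured by: FP readout, S and P plane fluorescence. Probe or stimulus: fluorescent TMR peptide probe.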
# MITF TRPM1 HTS = activators of MITF-driven TRPM1 promoter reporter, primary screen, cell-based, SK-MEL-5, luciferase, single point; SK-MEL-5 TRPM1-promoter luciferase, 24 h; % of positive control, neutral wells = 0; AID 588334, 2011; 0.75% of 300,000 active; activation, % at 12.5 µM;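 active = mean activation of at least 80% with every replicate also reaching 80%; inconclusive = mean reaches 80% but some replicate falls short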;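 note: 0% = neutral control wells and 100% = parthenolide positive control wells; values of inactives mirror those of a sister screen read the other way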
# dFosB activator = activators of delta FosB homodimer, primary screen, biochemical, fluorescence polarization, TAMRA-CDK5 oligo, single point; purified delta FosB; percent of positive-control signal above neutral wells; activation, % at 25 µM; 0.99% of 340,000 active; Protein FosB (Mus musculus), P13346; AID 493131, 2011;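 active = mean activation above about 17%, with every replicate also reaching it, limit read from the data, passing the limit was not always enough; inconclusive = only one of the two conditions met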;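 note: fluorescence polarization rise as delta FosB binds a TAMRA Cdk5 AP-1 oligo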
# Target sequence (P13346 whole entry, looked up): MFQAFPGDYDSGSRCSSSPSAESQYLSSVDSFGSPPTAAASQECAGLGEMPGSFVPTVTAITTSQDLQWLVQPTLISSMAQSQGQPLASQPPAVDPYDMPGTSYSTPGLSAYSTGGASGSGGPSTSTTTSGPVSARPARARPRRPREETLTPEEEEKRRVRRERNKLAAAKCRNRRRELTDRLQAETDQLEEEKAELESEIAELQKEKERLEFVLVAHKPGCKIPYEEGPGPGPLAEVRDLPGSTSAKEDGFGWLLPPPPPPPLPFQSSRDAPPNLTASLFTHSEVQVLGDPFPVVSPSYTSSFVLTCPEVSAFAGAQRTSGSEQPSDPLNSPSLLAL
# Numbers without * were called inactive; ? = inconclusive; . = not tested or not shown. An unsorted share of the library; overall some 4.3% were active at least once.
canonical_smiles	SR-BI DiI-HDL act	NSD2 HMT inh	SR-BI HDL uptake	Rtt109 HAT inh	CAL PDZ FP-1	PvdQ inh	PfHsp90 set2	CAL PDZ FP-2	MITF TRPM1 HTS	dFosB activator
COc1ccccc1CNS(=O)(=O)c1ccc(C)cc1	1	11	-1	-1	-5	4	-10	-1.2	3	10
CN(C)C(=O)c1ccc(NC(=O)COC(=O)Cn2cc(C(F)(F)F)ccc2=O)cc1	16	0	-16	-11	0	-1	3	-0.4	5	5
COc1ccc(C)cc1NC(=O)C1CCCN(S(=O)(=O)c2cccs2)C1 (configuration not stated)	.	-3	.	5	-6	-17	4	-1.6	-3	-11
COc1ccccc1CNS(=O)(=O)CCNC1CCCCC1	25	.	-25	4	-7	-6	-6	-0.5	-4	-3
CC(C)(C)CC(=O)Nc1nnc(CCc2ccccc2)s1	11	-2	-11	2	-5	7	1	-0.9	.	2
COC(=O)c1cnc(Oc2ccc(NC(=O)NC(=O)c3c(OC)cccc3OC)cc2)cc1C(F)(F)F	-71	-2	?	-10	0	-17	6	-0.6	.	-6
COC(=O)c1ccccc1NCc1cc(=O)oc2cc(O)c(O)cc12	4	32	-4	-13	-5	-10	-10	1.0	4	-1
Cc1ccc(C)c(S(=O)(=O)Nc2ccccc2C(=O)Nc2ccc(S(=O)(=O)Nc3ncccn3)cc2)c1	-3	19	3	10	-2	-14	1	0.0	-1	-4
COc1cc(C)cc2c1OC(c1ccccc1)CC2=O (configuration not stated)	-6	-3	6	-1	-2	-3	-9	1.5	7	-11
COc1ccccc1NC(=O)COc1ccc(/C=N/NC(=O)c2cccnc2)cc1	.	-2	22	-12	-9	-9	-4	-0.9	8	1
COc1cc2oc(=O)c(Br)c(C)c2c(OC)c1OC	-6	-1	6	7	0	6	-1	-0.1	9	-11
O=C(O)CCn1c(-c2ccccc2)cc2ccccc21	.	-4	.	-12	-2	-16	-6	-0.5	8	3
Cc1ccc(C)c(OC(C)C(=O)Nc2nccs2)c1 (configuration not stated)	-2	-1	2	-14	0	-16	-5	-1.0	6	0
O=C(N/C(=C\c1cccs1)C(=O)N1CCOCC1)c1ccco1	1	-2	-1	-2	6	-3	.	-1.3	6	-1
Cc1ccc(C(=O)NCCCC(=O)O)o1	2	1	-2	0	-1	-14	18	-0.8	0	5
CCOC(=O)C1C(=O)C=C(/C=C/c2ccccc2)CC1c1ccc(Cl)cc1 (configuration not stated)	-3	0	3	4	0	6	.	-2.4	10	-11
Cc1occc1-c1nnc(SCC(=O)NCCc2ccccc2)o1	0	-1	0	-3	0	-4	13	-0.5	20	0
O=C(CN1CCN(Cc2ccc(Cl)cc2)CC1)N/N=C/c1c[nH]c2ccccc12	-51	1	51	23	-2	5	25	-0.9	-10	-16
COc1ccc(C(=O)NCC2(c3ccc(OC)c(OC)c3)CCCC2)c(OC)c1	-1	3	1	2	-5	-2	9	-1.3	.	-9
Cc1ccc(S(=O)(=O)c2nc(NCCN(C)C)sc2Cl)cc1	-22	7	22	-4	-4	-4	-2	-0.4	.	-6
COc1ccc(-c2noc(CCCC(=O)Nc3ccc(C(N)=O)cc3)n2)cc1OC	-3	13	3	2	.	-25	2	0.5	.	-5
O=C(O)c1ccccc1Nc1ccccc1C(=O)O	-4	2	4	10	-1	19	0	0.5	-16	-5
CCOC(=O)N1CCN(C(=O)CSC2=NS(=O)(=O)c3ccccc3N2)CC1	1	.	-1	-5	-4	-7	-1	-2.5	3	6
CCc1ccc(C(C(=O)NC2CCCC2)N(C(=O)c2csnn2)C2CC2)cc1 (configuration not stated)	12	-2	-12	-1	0	-17	-6	-3.6	6	-13
COc1cc(C)c(Cl)cc1S(=O)(=O)NCc1ccccn1	1	-2	-1	1	-2	-20	0	.	-6	1
CCCCS(=O)CC(CS(=O)CCCC)OC(=O)c1ccccc1 (configuration not stated)	.	0	.	-10	2	2	9	-1.6	.	-8
COc1cc(C(=O)N2CCN(C/C=C/c3ccccc3)CC2)cc(OC)c1OC	-5	1	5	3	-9	-2	.	.	.	-4
CC(C)(C)OC(=O)N[C@@H](Cc1ccccc1)[C@H](O)c1ccco1	24	.	-24	2	1	-8	-12	0.4	23	2
COc1cccc(C(=O)N/N=C(\C)c2cccc(NC(=O)c3ccc(F)cc3)c2)c1OC	-61	0	61	9	-3	-15	1	-2.3	33	-19
CC1(C)N=C(N)N=C(N)N1c1ccccc1	8	-5	-8	2	1	-7	-18	-0.4	-16	7

# 6 compounds from above, showing only CAL PDZ FP-1, CAL PDZ FP-2 and MITF TRPM1 HTS:
Molecule,CAL PDZ FP-1,CAL PDZ FP-2,MITF TRPM1 HTS
COc1ccc(C(=O)NCC2(c3ccc(OC)c(OC)c3)CCCC2)c(OC)c1,-5,-1.3,.
CCOC(=O)N1CCN(C(=O)CSC2=NS(=O)(=O)c3ccccc3N2)CC1,-4,-2.5,3
CC1(C)N=C(N)N=C(N)N1c1ccccc1,1,-0.4,-16
COc1ccc(-c2noc(CCCC(=O)Nc3ccc(C(N)=O)cc3)n2)cc1OC,.,0.5,.
COc1cccc(C(=O)N/N=C(\C)c2cccc(NC(=O)c3ccc(F)cc3)c2)c1OC,-3,-2.3,33
Cc1ccc(S(=O)(=O)c2nc(NCCN(C)C)sc2Cl)cc1,-4,-0.4,.

# The listing picks up, starting 2 compounds before the break.
canonical_smiles	SR-BI DiI-HDL act	NSD2 HMT inh	SR-BI HDL uptake	Rtt109 HAT inh	CAL PDZ FP-1	PvdQ inh	PfHsp90 set2	CAL PDZ FP-2	MITF TRPM1 HTS	dFosB activator
COc1cccc(C(=O)N/N=C(\C)c2cccc(NC(=O)c3ccc(F)cc3)c2)c1OC	-61	0	61	9	-3	-15	1	-2.3	33	-19
CC1(C)N=C(N)N=C(N)N1c1ccccc1	8	-5	-8	2	1	-7	-18	-0.4	-16	7
COc1ccc(NC(=O)N(Cc2cc3cc(OC)c(OC)cc3[nH]c2=O)CC2CCCO2)cc1 (configuration not stated)	4	-2	-4	9	.	6	7	-0.8	.	-13
Cc1ccc(C(=O)Nc2nnn(C)n2)cc1	2	0	-2	-5	-2	-6	.	0.6	.	-1
CCOC(=O)Cc1csc(NC(=O)CSc2nc(C)cc(=O)[nH]2)n1	14	.	-14	66*	-3	-30	4	0.3	-2	2
COc1ccc(CNC(=O)C[C@H]2C[C@H](C(=O)N3CCCCC3)[C@@]3(CCc4ccccc4)c4[nH]c5cc(-c6ccco6)ccc5c4CCN3C2=O)cc1OC	3	.	-3	-7	-2	-9	-13	-0.7	-8	1
CC(=O)Nc1ccc(OCC(O)CN2CCN(c3ccc(Cl)cc3)CC2)cc1 (configuration not stated)	-32	18	32	.	-2	-13	11	-0.7	-3	-5
CC(C)(C)C1(O)CC(C(F)(F)F)=NN1C(=O)CCc1ccccc1 (configuration not stated)	1	-2	-1	1	3	-7	-69	-2.0	1	-7
CCSC1=N/C(=C\c2cccnc2)C(=O)N1c1ccccc1	-20	-6	20	4	-2	6	5	-1.8	-2	-6
Cc1ccoc1C(=O)NCCNc1ccc(Cl)cc1[N+](=O)[O-]	-4	8	4	-5	-1	-1	-1	-0.8	21	-3
CN(Cc1ccccc1)C(=O)C1CCN(S(=O)(=O)c2cccc3nonc23)CC1	-5	0	5	-5	.	-3	6	-1.0	-18	-12
O=C(Cn1c2c(c(-c3ccccc3Cl)cc1=O)CCC2)NCC1CCCO1 (configuration not stated)	.	.	.	-1	-1	4	-8	-2.5	5	-4
COC(C[C@@H](O)[C@H](C)[C@H](O)COCc1ccccc1)OC	40	.	-40	1	-1	2	-8	-0.2	1	5
Cc1ccc(S(=O)(=O)NCC(=O)Nc2ccc3c(c2)OCCO3)cc1	2	0	-2	-6	-2	-7	-31	-0.5	0	0
O=C(CSc1ncnc2c1cnn2-c1ccccc1)NC1CCCC1	23	3	-23	2	-2	-5	-6	-1.1	0	-6
COc1ccc(CC(NC(C)=O)C(=O)NC2CCN(c3ncccc3[N+](=O)[O-])CC2)cc1 (configuration not stated)	-11	-1	11	5	.	-5	2	-1.5	13	-10
COc1ccc(CNC(=O)C(OC(=O)c2ccco2)c2ccc(OC)cc2)cc1 (configuration not stated)	11	-2	-11	3	-3	-14	16	0.0	5	-2
Fc1cccc(Cl)c1CNCc1cccnc1	0	-2	0	4	4	-6	-4	0.2	12	-1
COc1ccc(CC(=O)N2CCN(S(=O)(=O)c3ccc(Cl)s3)CC2)cc1	-7	0	7	2	5	-4	.	-0.7	2	-9
O=c1cc(N2CCN(c3ccc(F)cc3)CC2)[nH]c(=O)n1C1CCCCC1	10	-3	-10	-32	-3	-4	-4	-1.4	-19	2
COc1ccc(NC(=O)COC(=O)C2CC(=O)N(c3ccc(C)cc3)C2)cc1 (configuration not stated)	.	7	.	-11	-3	-15	30	-0.3	2	-3
CCOCCCNC(=O)C(c1ccc(OC)cc1)N(Cc1cccs1)C(=O)c1ccccc1O (configuration not stated)	-15	0	15	16	13	-6	-5	-1.9	-5	-2
O=c1[nH]c(SCc2ccc(Cl)cc2)nc2[nH]ncc12	26	-1	-26	-19	-6	-13	-17	-2.4	19	-1
CCS(=O)(=O)c1nc(S(=O)(=O)c2ccc(Cl)cc2)c(NCc2ccccn2)s1	8	-31	-8	4	0	-7	0	-2.2	5	-11

# From PubChem BioAssay
